Screening data as filed in PubChem BioAssay.
TSHR antagonist: antagonists of human thyroid stimulating hormone receptor; P16473; TSHR-expressing cells, TSH-stimulated cAMP HTRF, 2 h; stronger effect = lower value; activity change, negative = inhibition, % at 11.5 µM; 330,000 compounds, 0.2% hits; AID 504810;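 active = activity change below a set negative limit, meaning inhibition stronger than a set level, cut at about -70% in these data; inconclusive = activity change between two set negative limits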; also: % is scaled to controls: 0 for no effect and ±100 for the full control effect
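Inhibition of cAMP made by TSHR-expressing cells under TSH stimulation (4nM final, EC80; 2 h, 37 deg C) is quantified with a one-step lysis HTRF kit, anti-cAMP cryptate versus cAMP-d2.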
USP2a inh: inhibitors of human ubiquitin-specific protease USP2a; O75604; USP2 core, Ub-CHOP2 coupled fluorogenic reporter, 485/531; Potency, µM (highest dose often 38.3 µM), inactives show at the top dose activity change, negative = inhibition, usual class: inhibitors; 330,000 compounds, 0.01% hits; AID 463254;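 also: potency is read from the fitted curve at half-maximal effect; plate controls were DMSO wells for no effect and full inhibition by NEM control for full effect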
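Deubiquitinase activity read as fluorescence (485/531 nm) after Ub-CHOP2 cleavage activates the enterokinase reporter on its substrate; USP2 core 10nM, Ub-CHOP2 and substrate 25nM each, 30min compound preincubation then 60min RT; data normalized to NEM, curves fitted.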
Mito fusion act: inhibitors of mitochondrial division or activators of mitochondrial fusion | S. cerevisiae fusion-defective mutant growth rescue, CellTiterGlo 48 h | Potency, µM (top dose mostly 46.1 µM), for inactives: top-dose growth rescue (activation), usual class: activators | 320,000 compounds, 0.23% hits | AID 485298;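 also: potency is read from the fitted curve at half-maximal effect; % of control where 0% means no effect; nearly all actives have a fitted effect of over 45% in size; temperature-sensitive fusion mutants such as fzo1-1 at 37 °C on non-fermentable ethanol glycerol medium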
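Temperature-sensitive fusion-defective S. cerevisiae (e.g. fzo1-1, mgm1-5) were grown with compound in YPEG medium (3% ethanol, 3% glycerol) for 48 hours at 37C. Growth rescue was measured as viability by CellTiterGlo luminescence after 10 minutes at ambient.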
TRPV1 ag: agonists of human vanilloid receptor 1 (TRPV1). 320,000 compounds, 0.19% hits. Q8NER1. TRPV1-expressing cells, Fluo-8 calcium influx, agonist mode. activation, % at 8.33 µM; in the data active = activation above about 80%; inconclusive = between about 30% and that limit; also: 0% is about no effect
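Fluo-8 calcium influx in TRPV1-expressing cells, kinetic read (ex 480/em 520 nm). Compound added and read 3 min for agonist activity, followed by capsaicin at EC20 final and 2 min further read for enhancement.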
KCNH2 3.1 inh: KCNH2 3.1 (human) potassium channel inhibition; U2OS KCNH2 3.1, thallium flux FluxOr; stronger effect = lower value; activity change, % (tested at about 1.8 µM); 340,000 compounds, 0.95% hits; AID 720553;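 active = maximum activity change below -70%; inconclusive = maximum activity change from -70% to -50%; inactive = maximum activity change above -50%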;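 also: thallium influx rate constant from kinetic fluorescence after stimulation buffer; % is scaled to controls: 0 for no effect and ±100 for the full control effect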
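Thallium flux via FluxOr fluorescence (Red40 quencher, 45 min loading) in U2OS cells virally expressing the KCNH2 3.1 isoform (1.77 x 10^8 /mL virus, overnight at 37 C). Rate constants from 2-min kinetic reads post-stimulation, normalised to positive and negative controls.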
Eya2 inh: inhibitors of human Eya2 phosphatase activity; AID 488837; O00167; recombinant Eya2, OMFP fluorescence dephosphorylation (OMFP is methylfluorescein phosphate); Potency, µM (highest dose often 76.9 µM), without a hit: at the top dose activity, negative = inhibition, most hits filed as inhibitors; 330,000 compounds, 0.006% hits; also: potency is read from the fitted curve at half-maximal effect; % is scaled to controls: 0 for no effect and ±100 for the full control effect
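Eya2 protein (added as 0.2 uM solution) was preincubated with compound for 10 min at ambient temperature in 50 mM HEPES pH 7.5, 50 mM NaCl, 5 uM MgCl2, 0.05% BSA, 1 mM DTT. OMFP (added at 50 uM) then reacted 10 min; fluorescence read at 485/525 nm.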
A-T KAP1 phos: candidate therapy for ataxia-telangiectasia; […] A-T fibroblasts, KAP-1 phosphorylation AlphaLISA; neocarzinostatin DNA damage 30 min before lysis; Potency, µM (series often up to 57.5 µM), for inactives: top-dose activation, most hits filed as activators; 320,000 compounds, 0.19% hits; AID 485349; also: potency is read from the fitted curve at half-maximal effect; % of control where 0% means no effect; nearly all actives have a fitted effect of over 45% in size
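hTERT-immortalized A-T patient fibroblasts ([…]), 500 cells/well in OPTI-MEM, 1% FBS, got compounds for 60 min, then NCS for 30 min at 37C. Lysates were then assayed for phospho-KAP-1 by AlphaLISA (anti-pKAP1 donor, anti-KAP1 acceptor beads), 6 hr at 25C.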
KCNH2 WT inh: blocks the wildtype human KCNH2 potassium channel. U2OS, BacMam KCNH2, thallium flux FluxOr; stronger effect = lower value. activity change, % at 1.84 µM. 340,000 compounds, 0.37% hits;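 active = maximum activity change below -70%; inconclusive = maximum activity change between -70% and -50%; inactive = maximum activity change above -50%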; also: % is scaled to controls: 0 for no effect and ±100 for the full control effect
Target sequence (Q12809 whole entry, looked up): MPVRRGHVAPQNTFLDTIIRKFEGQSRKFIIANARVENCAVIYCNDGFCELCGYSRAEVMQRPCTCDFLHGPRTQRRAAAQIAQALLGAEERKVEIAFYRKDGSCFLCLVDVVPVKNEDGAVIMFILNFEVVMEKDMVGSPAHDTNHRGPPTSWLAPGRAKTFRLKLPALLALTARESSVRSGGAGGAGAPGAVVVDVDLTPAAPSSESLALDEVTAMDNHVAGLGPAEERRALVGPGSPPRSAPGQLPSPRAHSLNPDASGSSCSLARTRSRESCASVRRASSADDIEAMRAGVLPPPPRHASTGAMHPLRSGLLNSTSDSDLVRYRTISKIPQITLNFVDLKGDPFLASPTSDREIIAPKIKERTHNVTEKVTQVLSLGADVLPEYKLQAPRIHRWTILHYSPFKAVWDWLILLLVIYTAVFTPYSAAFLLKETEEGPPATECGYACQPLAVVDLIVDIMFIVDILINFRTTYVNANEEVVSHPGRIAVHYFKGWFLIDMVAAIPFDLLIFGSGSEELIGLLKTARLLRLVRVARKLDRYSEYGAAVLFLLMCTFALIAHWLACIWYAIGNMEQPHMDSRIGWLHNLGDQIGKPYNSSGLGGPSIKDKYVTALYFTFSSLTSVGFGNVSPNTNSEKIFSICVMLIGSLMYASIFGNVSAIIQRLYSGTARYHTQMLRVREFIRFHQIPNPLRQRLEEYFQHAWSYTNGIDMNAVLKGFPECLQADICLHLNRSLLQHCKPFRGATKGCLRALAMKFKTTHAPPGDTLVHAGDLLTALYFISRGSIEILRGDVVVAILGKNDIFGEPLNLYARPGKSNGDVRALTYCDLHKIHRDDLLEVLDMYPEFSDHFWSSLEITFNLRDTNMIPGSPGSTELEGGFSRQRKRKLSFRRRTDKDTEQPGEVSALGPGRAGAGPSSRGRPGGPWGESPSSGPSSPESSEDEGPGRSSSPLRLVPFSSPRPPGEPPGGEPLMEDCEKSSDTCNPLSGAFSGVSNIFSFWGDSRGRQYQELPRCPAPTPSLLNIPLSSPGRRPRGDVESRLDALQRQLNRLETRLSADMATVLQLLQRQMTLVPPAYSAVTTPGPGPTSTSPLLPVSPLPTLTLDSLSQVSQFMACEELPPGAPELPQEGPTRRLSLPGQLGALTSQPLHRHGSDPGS
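U2OS cells were transduced with wild-type KCNH2 virus (2.03 x 10^8 / mL) for 4 h at room temperature, then cultured overnight at 37 C. Thallium flux was read with FluxOr dye. Rate constants were normalized to DMSO controls.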
ELG1 repair inh: inhibitors of ELG1-dependent DNA repair in HEK293T cells. HEK293T ELG1-luciferase reporter, luminescence, 16 h; DNA damage induced by 5-fluorouridine. Potency, µM (doses to about 46.1 µM), inactives show at the highest dose activity change, negative = inhibition, hits mostly inhibitors. 330,000 compounds, 2.3% hits; also: potency is read from the fitted curve at half-maximal effect; % is scaled to controls: 0 for no effect and ±100 for the full control effect; nearly all actives have a fitted effect of over 55% in size
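DMSO vehicle served as the neutral condition. Each well held 2,000 cells given 5-fluorouridine plus compound; after 16 hr at 37 °C/5% CO2, ONE-Glo was added and luciferase measured 30 min later.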
TCR act: activators of T cell receptors; primary human leukocytes, anti-CD3, IL-2 HTRF, 48 h; Potency, µM (top dose mostly 9.22 µM), for inactives: at the highest dose activation of IL-2 secretion, most hits filed as activators; 330,000 tested, under 10 active; AID 504894; also: % of control where 0% means no effect
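Using a-CD3 beads without co-stimulation, primary human leukocytes were exposed to compounds for 48 hr. An HTRF IL-2 kit measured the cytokine, with europium-to-d2 energy transfer producing emission at 665nm upon 320nm excitation.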
* = called active by the depositor; ? = inconclusive; nt = no result given; [ ] = dose if it differs, or a comment. Unless noted, calls follow the shape of the dose curve; as a rule, active = well fitted curve in the direction sought with a large enough effect; inconclusive = small, poorly fitted or top-dose-only effect, or another doubt; inactive = no such curve, though single readings can be large; an effect the other way counts as inactive or inconclusive. The list is partial, so the mix of outcomes need not match the whole.

SMILES	TSHR antagonist	USP2a inh	Mito fusion act	TRPV1 ag	KCNH2 3.1 inh	Eya2 inh	A-T KAP1 phos	KCNH2 WT inh	ELG1 repair inh	TCR act
CC(=O)N1CCOc2ccc(S(=O)(=O)NCc3ccc(Cl)cc3)cc21	-9	-1%	-1%	-1	17	5%	-6%	5	-6%	-3%
COCCn1c(=NC(=O)c2ccc(S(=O)(=O)N3CCc4ccccc4C3)cc2)sc2cc(S(N)(=O)=O)ccc21	9	-4%	2%	-4	?	-1%	8%	-26	3%	-1%
C#CCn1c(=NC(=O)c2ccc(Cl)s2)sc2cccc(OC)c21	-2	0%	4%	2	-5	9%	9%	4	?	-5%
CN(C)c1ccc(CNC(=O)C2CCC(CNc3c(N4CCCCC4)c(=O)c3=O)CC2)cc1 (configuration not stated)	5	-3%	-7%	1	-3	3%	2%	-5	0%	2%
Cn1nc(C(=O)NCCc2ccc(S(N)(=O)=O)cc2)c2ccccc2c1=O	6	1%	-1%	1	11	-3%	-2%	-1	?	2%
COc1ccc(C2C(C#N)=C(N)OC3=C2C(=O)CCC3)cc1Cn1cc([N+](=O)[O-])cn1 (configuration not stated)	11	4%	-1%	-6	-9	0%	-2%	0	-1%	7%[46.1 µM]
CCOC(=O)c1cc(CC)sc1NC(=O)c1cc(OC)c(OC)c(OC)c1	-2	4%	2%	14	23	40%	2%	10	?	6%
O=C(CCS(=O)(=O)c1ccc2c(c1)NC(=O)CS2)NCCc1ccccc1	-13	2%	1%	10	7	10%	3%	-10	4%	0%
Cc1cc(C)c(NC(=O)CSc2nnc(CN3CCOCC3)n2C)c(C)c1	-42	2%	0%	-1	-26	-15%	17%	-2	3%	0%
CCOc1ccc(C(F)(F)F)cc1NC(C)=O	11	3%	-1%	-1	-1	17%	6%	-8	-1%	5%
CC(C)C(=O)Nc1ccc(C(=O)NNC(=O)C(c2ccccc2)c2ccccc2)cc1	-7	-1%	-2%	-2	1	8%	6%	-9	16%	-4%
CCN(CCO)Cc1csc2ccc(C(C)(C)C)cc12	6	-2%	2%	-2	-8	-9%	-4%	-1	-19%	-2%[46.1 µM]
CN(C)C(=O)c1ccc2c(c1)n(C)c(=O)n2C	4	0%	-4%	-1	-4	7%	-4%	1	?	7%[46.1 µM]
CCc1cc(=O)[nH]c(-n2[nH]c(-c3ccccc3)cc2=O)n1	6	-1%	-2%	-2	11	3%	4%	-6	-7%	-2%
CCc1cccc(NC(=O)C2CCN(S(=O)(=O)c3c(C)noc3C)CC2)c1	-4	0%	-1%	?	5	3%	-2%	9	-11%	-4%
CCOc1ccc(/C=N/NC(=O)c2nnn(-c3nonc3N)c2-c2ccc(OCC)cc2)cc1	4	-9%	-3%	-3	-8	-1%	-1%	-8	?	6%[46.1 µM]
COc1ccc(S(=O)(=O)N(CCc2ccccc2)CC(=O)N2CCOCC2)cc1	-6	-1%	3%	20	7	6%	5%	5	-28%	8%
Cc1ccc(-n2nnnc2SCC(=O)NC2CCS(=O)(=O)C2)c(C)c1 (configuration not stated)	13	0%	-9%	0	40	19%	3%	-2	7%	2%
COc1ccc(NC(=O)Cc2cccs2)cc1S(=O)(=O)N1CCCCC1	-28	0%	nt	nt	13	-5%	0%	4	-30%	0%
COc1ccccc1CNC(=O)C1CCN(S(=O)(=O)c2ccc3c(c2)C(C)(C)C(=O)N3C)CC1	-5	1%	0%	3	-2	1%	7%	-4	26%	-2%
O=C(CCC(=O)c1cccs1)OCC(=O)c1ccccc1	-2	-3%	nt	nt	-4	-13%	11%	3	3%	3%
O=C(Nc1ccc2c(c1)OCCO2)c1cc2sccc2n1Cc1ccccc1	-7	-9%	-1%	3	-14	2%	2%	-2	?	0%
O=C(NCCN1CCN(c2ccccc2)CC1)C1CCN(S(=O)(=O)c2cccc3nsnc23)CC1	-6	2%	1%	-1	7	4%	1%	-27	?	-4%
Cc1csc(CN(C)C(=O)CC2C(=O)NCCN2Cc2ccc(F)c(F)c2)n1 (configuration not stated)	5	-2%	-1%	3	2	3%	4%	13	13%	6%
CC(C)=CC(=O)OCC(=O)NC(=O)NC(C)(C)C	5	1%	-4%	0	2	-15%	-5%	0	0%	1%
(cont.)
SMILES	TSHR antagonist	USP2a inh	Mito fusion act	TRPV1 ag	KCNH2 3.1 inh	Eya2 inh	A-T KAP1 phos	KCNH2 WT inh	ELG1 repair inh	TCR act
CN(C)CCN(C(=O)/C=C/c1cccs1)c1nc2ccc(F)cc2s1	6	3%	-1%	-2	?	-7%	-9%	-8	12%	-2%[46.1 µM]
COc1cccc(-c2ccnc3[nH]n(-c4ccccc4)c(=O)c23)c1	-7	0%	1%	?	8	-4%	-1%	1	?	nt
C/C(CC(=O)Nc1ccc(C)cc1C)=N\NC(=O)C(C)C	3	1%	-5%	-1	3	2%	0%	3	-1%	4%
Cc1noc(C)c1CSc1nc2sc3c(c2c(=O)n1C)CCCC3	-17	0%	5%	11	-102*	-4%	nt	8	23µM*	1%
Cc1cc(C)cc(OCC(=O)OCC(=O)Nc2ccc(Cl)cn2)c1	18	0%	-3%	1	-17	-3%	-1%	-3	21%	-3%
CCC(C)(C)n1nnnc1C(c1cc2cccc(C)c2[nH]c1=O)N1CCN(C(=O)c2ccco2)CC1 (configuration not stated)	-2	4%	-11%	16	6	-2%	-4%	-2	8%	nt
N#Cc1cc2c(nc1SCc1ccccc1)CCCC2=O	-9	3%	12%	12	-5	-6%	-2%	-4	15%	-9%
Cc1nn(-c2ccccc2)c(Cl)c1C(=O)NCCN(C)C	0	0%	-4%	1	5	17%	7%	-27	-1%	-10%
COc1ccc(NC(=O)CSc2nc3ccccc3cc2Cc2ccccc2)cc1	13	0%	-2%	nt	2	?	6%	-2	-1%	nt
O=C(O)C1CCN(Cc2ccccn2)CC1	-2	2%	-2%	-1	16	-1%	0%	20	10%	-6%
CC(=O)N1CCCc2cc(S(=O)(=O)NCCC3=CCCCC3)ccc21	-10	0%	4%	3	-27	4%	-3%	-17	-3%	0%
C#CC[N+](C)(C)CC#Cc1ccc(Cl)cc1	4	-1%	-1%	-4	23	-12%	-1%	-1	15%	0%[46.1 µM]
O=C(N/N=C/c1ccccc1C(F)(F)F)c1ccc2nc[nH]c2c1	38	1%	12%	1	-15	4%	2%	10	?	5%
COc1cc(/C=N/NC(=O)CNC(=O)/C=C/c2ccco2)cc(OC)c1OC	4	2%	1%	1	-12	5%	4%	-7	?	3%
CCc1nc(Nc2ccc(O)cc2)c2oc3ccccc3c2n1	-12	5%	25%	?	0	9%	7%	4	16µM*	1%
Cc1nc(Cl)sc1C(=O)Nc1ccc(C(C)(C)C)cc1	2	-1%	-5%	80*	-6	-28%	9%	-17	?	-1%
C/C(=N\NC(=O)C1COc2ccccc2O1)c1ccc(N2CCOCC2)cc1 (configuration not stated)	-4	1%	-24%	2	-3	?	-17%	-13	6%	nt
COc1cc(SC)ccc1C(=O)NCCCOC(C)C	14	2%	0%	0	-2	-7%	4%	-22	?	1%
CC(C)C[C@H](NC(=O)N1CCn2c1nc1ccccc12)C(=O)NC1CCCCC1	-8	-1%	12%	?	3	2%	-7%	6	0%	3%
COC(=O)c1ccc(Oc2nc(SC)nc(N(C)C)n2)cc1	22	-5%	-2%	-6	-7	?	4%	6	0%	3%
O=C(Nc1nnc(S(=O)(=O)N2CCCCCC2)s1)c1ccccc1Br	-20	1%	-1%	-1	4	1%	4%	0	-4%	4%
COc1cc(NC(=O)C2CCCN2C(=O)OCc2ccccc2)cc(OC)c1 (configuration not stated)	-8	-2%	-2%	-3	3	?	8%	3	-10%	6%
Cc1ccc(-n2[nH]c(C)c(/C=N/NC(=O)c3cccc([N+](=O)[O-])c3)c2=O)cc1C	-8	1%	-1%	8	nt	0%	10%	nt	0%	0%[46.1 µM]
O=C(CC(c1ccccc1)c1ccccc1)Nc1nn[nH]n1	0	2%	7%	-7	-11	18%	0%	0	-2%	-18%
COc1ccc(C2CC(c3ccccc3)=NN2C(=O)COC(=O)c2cnc(Cl)c(Cl)c2)cc1 (configuration not stated)	1	1%	4%	3	0	3%	-4%	-2	?	-3%[46.1 µM]
Nc1c(Cl)cc(Cl)cc1C(=O)OCC(=O)N1CCOCC1	-7	7%	4%	8	3	4%	34%	-3	2%	4%

Looked up above:
TRPV1 ag result of `O=C(CC(c1ccccc1)c1ccccc1)Nc1nn[nH]n1` reads -7
Eya2 inh result of `Nc1c(Cl)cc(Cl)cc1C(=O)OCC(=O)N1CCOCC1` reads 4%
